PP5 primary – PP5 phosphatase inhibitors, primary screen, biochemical, fluorescence; AID 1987, 2009; Serine/threonine-protein phosphatase 5 (Homo sapiens), P53041; inhibition, % at 6.7 µM; purified PP5c, OMFP substrate fluorescence; hit rate 0.18% among 320,000;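 active = inhibition above the campaign's mean inhibition across all tested compounds plus 3 SD, cut at about 9.5% in these data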;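 also: 0% = DMSO only and 100% = 100 µM cantharidin control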
CTSL1 counter – Fasciola hepatica cathepsin L1 inhibitors, primary screen, counter-screen for PFM18AAP inhibitor project, biochemical, QFRET, fluorogenic peptide substrate; recombinant F. hepatica cathepsin L1, Z-Leu-Arg-MCA fluorescence; inhibition, % at 5.96 µM; hit rate 0.49% among 300,000; AID 1906, 2009;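 active = inhibition above the mean of all tested compounds plus 3 SD, set per screening campaign, cut at about 17% in these data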;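 also: 0% = plate median of test compound wells and 100% = 1 µM Z-Phe-Ala-diazomethylketone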
proCasp7 act – procaspase-7 activators, primary screen, counter-screen for procaspase-3 activator project, biochemical, absorbance, HTS, human; recombinant procaspase-7, Ac-DEVD-pNA absorbance 405 nm; D23A/D198A/D206A triple mutant, cannot self-cleave; scale: DMSO 0, 5 µM enzyme 100; Caspase-7 (Homo sapiens), P55210; activation, % at 8.5 µM; hit rate 0.093% among 330,000;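 active = percent activation above the screen-wide mean plus 3 SD, cut at about 25% in these data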
Target sequence (P55210 whole entry D23A/D198A/D206A): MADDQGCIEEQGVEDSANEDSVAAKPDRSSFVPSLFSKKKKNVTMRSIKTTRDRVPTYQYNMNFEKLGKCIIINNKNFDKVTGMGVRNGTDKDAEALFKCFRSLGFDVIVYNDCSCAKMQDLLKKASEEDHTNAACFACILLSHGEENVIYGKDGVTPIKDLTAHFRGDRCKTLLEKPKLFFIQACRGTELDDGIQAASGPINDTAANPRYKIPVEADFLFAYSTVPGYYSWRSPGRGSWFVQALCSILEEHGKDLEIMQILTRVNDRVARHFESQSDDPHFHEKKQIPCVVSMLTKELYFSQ
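Test system: Procaspase-7 triple mutant (PC-7 D3A). Also added: Ac-DEVD-pNA substrate, 400 µM as added. Schedule: 1 h enzyme–compound preincubation and 2 h substrate reaction, both 25 °C. Signal: p-Nitroaniline absorbance at 405 nm, read at 0 and 120 min. Control set: low DMSO alone, high DMSO plus 5 µM PC-7.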
procasp3 activ – activators of human procaspase-3 D3A mutant, primary screen, biochemical, absorbance, PC-3 D3A mutant, single concentration; Caspase-3 (Homo sapiens), P42574; recombinant procaspase-3 D3A, Ac-DEVD-pNA absorbance 405 nm; activation, % at 8.5 µM; hit rate 0.11% among 330,000; AID 463141, 2010;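 active = activation above the mean of all tested compounds plus 3 SD, cut at about 21% in these data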;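 also: 0% = DMSO alone and 100% = DMSO wells spiked with extra 5 µM PC-3 D3A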
Target sequence (P42574 whole entry D9A/D28A/D175A): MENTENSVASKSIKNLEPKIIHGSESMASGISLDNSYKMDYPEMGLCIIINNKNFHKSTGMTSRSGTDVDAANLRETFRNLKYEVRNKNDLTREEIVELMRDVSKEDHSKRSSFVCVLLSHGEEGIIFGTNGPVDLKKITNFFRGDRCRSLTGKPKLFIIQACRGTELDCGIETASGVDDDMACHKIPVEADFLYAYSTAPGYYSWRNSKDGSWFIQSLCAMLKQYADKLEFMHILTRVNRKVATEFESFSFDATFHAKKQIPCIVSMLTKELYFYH
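Technique: 405 nm absorbance of p-nitroaniline, reads at 0 and 120 min; Test system: Procaspase-3 D3A mutant; Incubation: 1 h enzyme-compound preincubation, then 2 h substrate reaction, 25 °C; Repeats: singlicate, each compound tested once; Benchmarks: low control DMSO wells, high control DMSO plus 5 µM PC-3 D3A.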
AHR act – AHR activators, primary screen, cell-based, luminescence, luciferase reporter, human. hit rate 2.5% among 320,000. activation, % at 5 µM. AHR-responsive luciferase reporter cells; in the data active = activation above about 47%;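 also: 0% = vehicle wells and 100% = reference agonist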
PAFAH2 FP inh – PAFAH2 enzyme inhibitors, primary screen, biochemical, fluorescence polarization, human; inhibition, % at 3.39 µM; hit rate 0.99% among 340,000; AID 492956, 2010; recombinant PAFAH2, FP-rhodamine activity probe;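 active = inhibition above the mean over all tested compounds plus 3 SD, cut at about 30% in these data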;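 also: inhibitors block probe labeling of enzyme so polarization drops; 0% = enzyme with DMSO and 100% = wells lacking PAFAH2 protein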
HCV core dimer – inhibitors of HCV core protein dimerization, primary screen, biochemical, TR-FRET, high-throughput | TR-FRET GST/Flag-core106 dimerization, 1536-well | hit rate 0.33% among 300,000 | AID 1899, 2009 | inhibition, % at 5 µM;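 active = inhibition above the mean of all tested compounds plus 3 SD, set per screening campaign, cut at about 45% in these data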
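System: GST-tagged and Flag-tagged HCV core protein residues 1-106 / Input: core106 proteins, GST 13.5 nM and Flag 17 nM / Buffer or medium: KF-containing HEPES buffer, pH 7.45, DTT, CHAPS, BSA / Probe or stimulus: Eu-anti-GST and XL665-anti-Flag labelled anti-tag antibodies / Schedule: 4 h, 22.5 °C incubation / Technique: TR-FRET 671 and 617 nm emission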
PP1 inh – PP1-alpha phosphatase inhibitors, primary screen, counter-screen for PP5 inhibitor project, biochemical, fluorescence, OMFP substrate, single point; AID 2235, 2010; inhibition, % at 6.7 µM; Serine/threonine-protein phosphatase PP1-alpha catalytic subunit (Homo sapiens), P62136; purified PP1alpha; hit rate 0.9% among 320,000;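 active = inhibition above the mean inhibition of all tested compounds plus 3 SD, computed separately for each screening campaign, cut at about 15% in these data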
Target sequence (P62136 whole entry, looked up): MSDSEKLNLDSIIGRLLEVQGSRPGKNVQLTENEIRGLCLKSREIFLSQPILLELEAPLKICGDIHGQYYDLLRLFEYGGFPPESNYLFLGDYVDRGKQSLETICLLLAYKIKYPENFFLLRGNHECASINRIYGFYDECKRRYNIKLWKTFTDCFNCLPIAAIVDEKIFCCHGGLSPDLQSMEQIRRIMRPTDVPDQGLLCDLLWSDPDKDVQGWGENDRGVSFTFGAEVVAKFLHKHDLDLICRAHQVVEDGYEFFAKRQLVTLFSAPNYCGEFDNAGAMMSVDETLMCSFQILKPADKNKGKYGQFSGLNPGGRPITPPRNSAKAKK
TPT1 inh – Candida albicans TPT1 enzyme inhibitors, primary screen, biochemical, fluorescence polarization | hit rate 0.81% among 300,000 | inhibition, % at 5 µM | recombinant caTPT1, FP RNA substrate dephosphorylation | tRNA 2'-phosphotransferase TPT1 (Candida albicans SC5314) | AID 1962, 2009;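 active = inhibition above the mean of all tested compounds plus 3 SD, set per screening campaign, cut at about 24% in these data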;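 also: plate controls were DMSO alone for no effect and ferristatin control at 100 nM for full effect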
* = called active by the depositor; . = not tested or not shown; & = joins results of further samples.

Start of the listing, in advance (5 entries):
The line under a structure holds: PP5 primary	CTSL1 counter	proCasp7 act	procasp3 activ	AHR act	PAFAH2 FP inh	HCV core dimer	PP1 inh	TPT1 inh
- Cc1cc(Br)c(OCc2ccc(C(=O)N/N=C/c3ccc[nH]3)cc2)c(Br)c1
 : 6.0	.	2	4	-9	4	.	9	.
- COCCCC1CCN(C(=O)C2CCC(=O)N(CCc3cccc(F)c3)C2)CC1 (stereo not given)
 : 1.4	-2	-6	9	-1	1	4	-3	0
- COC(=O)c1ccccc1OCCOCCOc1cccc2ccc(C)nc12
 : -0.3	0	-1	11	4	-5	-3	4	-1
- COc1ccc(-c2cnc(SCC(=O)Nc3nc(C(C)(C)C)cs3)n2Cc2ccco2)cc1
 : 4.9	0	4	-10	2	1	32	7	7
- O=C(Cc1ccccc1F)Nc1nc(-c2cccs2)cs1
 : 7.2	0	-1	6	-15	-17	6	9	2

Main list, previewed entries included:
The line under a structure holds: PP5 primary	CTSL1 counter	proCasp7 act	procasp3 activ	AHR act	PAFAH2 FP inh	HCV core dimer	PP1 inh	TPT1 inh
- Cc1cc(Br)c(OCc2ccc(C(=O)N/N=C/c3ccc[nH]3)cc2)c(Br)c1
 : 6.0	.	2	4	-9	4	.	9	.
- COCCCC1CCN(C(=O)C2CCC(=O)N(CCc3cccc(F)c3)C2)CC1 (stereo not given)
 : 1.4	-2	-6	9	-1	1	4	-3	0
- COC(=O)c1ccccc1OCCOCCOc1cccc2ccc(C)nc12
 : -0.3	0	-1	11	4	-5	-3	4	-1
- COc1ccc(-c2cnc(SCC(=O)Nc3nc(C(C)(C)C)cs3)n2Cc2ccco2)cc1
 : 4.9	0	4	-10	2	1	32	7	7
- O=C(Cc1ccccc1F)Nc1nc(-c2cccs2)cs1
 : 7.2	0	-1	6	-15	-17	6	9	2
- COc1ccc(C(=O)N/C(=C\c2cn(S(=O)(=O)N(C)C)c3ccccc23)C(=O)NCCN2CCOCC2)cc1
 : -0.9	1	1	7	1	15	8	-2	1
- CCOc1c(Br)cc(C(=O)OCC(=O)N2CCc3ccccc3C2)cc1OC
 : 0.9	.	2	7	3	13	.	-1	.
- O=C(c1ccc(Cl)c([N+](=O)[O-])c1)N1CCN(c2ccccc2)CC1
 : 1.8	3	1	5	2	-3	4	-1	0
- CCCNC(=S)NC1CCCC1
 : 1.1	-2	-8	9	-1	6	1	-8	3
- O=C(O)c1ccccc1-c1ccccc1C(=O)NNc1ccc([N+](=O)[O-])cc1
 : -1.3	12	-4	1	4	3	7	4	-5
- Cc1cc(Nc2nc(Cl)c(Cl)cc2Cl)n(-c2ccccc2)n1
 : 2.3	-1	2	11	68*	-4	0	4	3
- COc1ccc(-c2nnc(SCC(=O)Nc3ccccc3OC)o2)cc1
 : 1.9	1	-5	-3	-4	12	-2	-3	0
- Cc1cccc2[nH]c(CN(C)C(=O)C3CCC(=O)N(CCc4ccccc4)C3)nc12 (stereo not given)
 : -0.5	4	-2	-6	0	1	-7	-2	2
- CCn1cc(C(=O)NCc2ccccc2Cl)cn1
 : 4.0	-2	9	-3	1	4	1	-3	0
- COc1cc(F)cc(-c2ccc3c(c2)c(C#Cc2ccsc2)c(-c2cc(OC)cc(OC)c2)n3C)c1
 : .	.	5	-5	1	-8	.	.	.
- O=C(Nc1nnc(C2CC2)s1)C1Cc2ccccc2CN1C(=O)c1ccco1 (stereo not given)
 : 3.5	0	4	-12	23	3	54*	-2	7
- Cc1oc(=O)c(NC(=O)c2ccc(Cl)cc2)cc1C(=O)c1ccccc1
 : -1.0	19*	0	-6	1	2	3	3	-5
- COC(=O)[C@@H]1[C@H]2C[C@H]3c4[nH]c5ccccc5c4CCN3C[C@@H]2CC[C@@H]1O
 : 1.0&-2.7	0&0	2&-3	7&6	3&9	7	-9&3	-2&-5	-1&-1
- CCOc1ccc(CC(C(N)=O)C(N)=O)cc1
 : 1.4	-2	-4	3	0	2	-3	-6	6
- COc1ccc(C(c2nnnn2Cc2ccccc2)N2CCN(c3nc4ccccc4s3)CC2)cc1OC (stereo not given)
 : 3.0	6	-1	-2	0	-1	5	1	1
- O=C(Nc1ccccc1N1CCOCC1)c1ccccc1NS(=O)(=O)c1ccc(F)c(F)c1
 : 0.9	5	-4	-6	1	25	11	0	-4
- COc1ccc(NC(=O)CN(C)CC(=O)NCc2ccc(C)cc2)cc1
 : -0.2	.	-3	13	0	0	.	-2	.
- Cc1csc(NC(=O)c2cc(C)on2)n1
 : -2.5	.	9	4	2	-9	.	-3	.
- CN(C1CCCCC1)S(=O)(=O)c1ccc(NC(=O)C2CCCCC2)cc1
 : 6.7	-1	4	-3	2	-5	4	4	-1
- CC(C)NC(=O)C(c1ccc(F)cc1)N(C(=O)CCC(=O)Nc1ccccn1)c1cccc(F)c1 (stereo not given)
 : 2.0	-7	-1	4	-1	-7	8	2	0
- O=C(CSc1nc2ccccc2n1CCc1ccccc1)NC1CCS(=O)(=O)C1 (stereo not given)
 : 0.5	-2	1	-2	7	12	2	2	0
- COc1ccc2[nH]c(=O)c(CN(Cc3cccs3)C(=S)Nc3cccc(C)c3)cc2c1
 : 2.2	3	7	12	22	-43	17	3	-1
- COc1ccc(NC(=O)C(CCCCNC(=O)OC(C)(C)C)NC(=O)OCc2ccccc2)cc1 (stereo not given)
 : 6.0	-1	1	-7	3	1	-7	2	-4
- CCCCCCCCC(=O)O
 : 3.0	5	4	14	0	.	-4	-3	-3
- Cc1ccc(C(=O)O)cc1S(=O)(=O)N1CCC(C(=O)O)CC1
 : -1.9	-1	5	-4	0	-4	-2	0	2
- COC(=O)Cn1nc(-c2ccc(C)c(S(=O)(=O)N(C)C)c2)c2ccccc2c1=O
 : 0.8	1	3	4	2	4	-2	4	-2
- CCN(CCNC(=O)C1CCN(Cc2nc(-c3cccc(Cl)c3)oc2C)CC1)c1ccccc1
 : -0.1	-1	-13	-1	1	-1	-9	3	-3
- O=c1oc2ccccc2n1Cc1ccccc1F
 : 1.6	-2	-7	-3	2	-2	1	1	5
- COC(=O)c1cc(O)c(OCc2ccccc2)c(O)c1
 : 2.0	1	1	6	0	8	-3	1	-2
- Cc1ccc(OCC(=O)NN2C(=O)c3ccccc3C2=O)cc1
 : 0.0	-9	7	10	6	-4	-2	-3	-5
- c1ccc(-c2ccc(C(c3ccccc3)n3ccnc3)cc2)cc1 (stereo not given)
 : -0.8	6	5	6	48*	-1	18	16*	5
- Cc1ccc(-c2noc(CSc3nnc(-c4ccccc4)n3C)n2)cc1
 : -0.1	-4	3	7	5	2	-1	1	1
- CCCCN(CC)C(=O)c1oc2ccc(S(=O)(=O)N3CCCC3)cc2c1C
 : -1.7	-1	9	-10	3	7	4	5	-2
- Nc1cc(=O)[nH]c(SCC(=O)c2ccc(O)cc2O)n1
 : 0.0	2	-6	1	1	2	1	-4	-2
- COc1cc(/C=C/[N+](=O)[O-])ccc1OC(=O)c1cc2ccccc2oc1=O
 : 0.4	0	-19	-7	4	3	70*	-2	4

Arranged by the number under HCV core dimer (smallest number first): some entries from above.
compound,HCV core dimer
COC(=O)c1cc(O)c(OCc2ccccc2)c(O)c1,-3
Cc1ccc(C(=O)O)cc1S(=O)(=O)N1CCC(C(=O)O)CC1,-2
CC(C)NC(=O)C(c1ccc(F)cc1)N(C(=O)CCC(=O)Nc1ccccn1)c1cccc(F)c1 (stereo not given),8

Next section:
Structure	PP5 primary	CTSL1 counter	proCasp7 act	procasp3 activ	AHR act	PAFAH2 FP inh	HCV core dimer	PP1 inh	TPT1 inh
CC(C(=O)NC1CCCc2ccccc21)N1CCN(c2ccc(F)cc2)CC1 (stereo not given)	-0.7	-2	10	-7	10	3	0	1	1
CC1CCN(CCCNC(=O)c2ccc(N3CCCC3=O)cc2)CC1	2.7	3	8	-1	0	5	-14	1	0
O=C(C1COc2ccccc2O1)N1CCN(Cc2ccc3c(c2)OCO3)CC1 (stereo not given)	1.6	4	-5	-1	-1	-6	0	0	-2
Clc1ccc2[nH]c3c(c2c1)CCc1cn[nH]c1-3	3.5	1	1	1	96*	5	-10	2	0
COc1ccc(OCC(=O)NCc2cccnc2)cc1	-0.3	-2	-4	-11	14	-6	4	-3	-6
O=C(CCC(=O)Nc1ccc(F)cc1)N/N=C/c1ccccc1O	2.9	-1	0	0	6	3	-2	-5	0
C=CCN(C(=O)c1csnn1)C(C(=O)NC1CCCCC1)c1ccc(C)cc1 (stereo not given)	4.1	-12	5	2	-4	-3	-11	7	-2
COc1ccccc1N1CCN(C(=O)c2cccc(S(=O)(=O)N3CCCCCC3)c2)CC1	-0.1	.	0	6	17	2	.	-4	.
CNC(=O)c1cc(C(=O)c2ccc(Cl)cc2)c(Br)[nH]1	-0.2	0	1	5	3	-1	-2	-1	-6
COc1ccccc1C(=O)NC(=O)COC(=O)c1cnc(C)cn1	-1.9	-17	13	-10	1	4	1	-5	2
COC(=O)c1ccc(NC(=O)CN2CCN(c3ccccc3C)CC2)cc1	2.1	4	4	-1	0	3	3	-6	2
CCC(C)(C)NC(=O)C(c1cccc(OC)c1OC)N(Cc1ccc(OC)cc1)C(=O)CCC(=O)Nc1cc(C)on1 (stereo not given)	1.0	3	0	-6	-3	-5	-6	2	-2
CC1Cc2ccccc2N1C(=O)CSc1nnc(-c2ccc(S(=O)(=O)N3CCOCC3)cc2)n1C (stereo not given)	0.4	-4	-2	1	-4	6	-4	4	2
COc1ccccc1OC(=O)CCN1c2ccccc2Sc2ccccc21	1.7	-3	-5	2	3	-1	-1	7	2
